CRFBP-R2 block: blocks CRF-induced signaling of the CRF-BP/CRF-R2 complex. HEK293 CRF-R2/CRF-BP, CRF-induced calcium fluorescence. inhibition, % at 11.8 µM. 0.59% of 350,000 active. AID 588475;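 active means inhibition of the ligand-induced calcium signal above about 50% at the single tested concentration, limit read from the data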
IDE inh: inhibits human insulin-degrading enzyme in HEK cells | FAbetaB cleavage, fluorescence polarization | 0.41% of 320,000 active | P14735 | inhibition, % at 5.59 µM;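 active means percent inhibition above the average of all tested compounds plus 3 SD, set per screening campaign, cut at about 16% in these data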;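 further: IDE supplied by intact live HEK cells; FP after avidin binding of uncleaved biotin substrate so inhibition keeps polarization high; 0% = DMSO wells and 100% = 60 µM reference IDE inhibitor Ii1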
CHRM5 antagonist: CHRM5 antagonism in calcium assay; AID 624040; 0.59% of 360,000 active; inhibition, % at 3 µM; CHO-hM5 cells, Fluo-8 calcium fluorescence, ACh EC80; P08912;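 active means inhibition above a per-plate cutoff, the mean of that plate's test compounds plus 3 SD, cut at about 27% in these data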;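 further: 0% = acetylcholine EC80 with DMSO and 100% = DMSO without agonist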
Target sequence (P08912 whole entry, looked up): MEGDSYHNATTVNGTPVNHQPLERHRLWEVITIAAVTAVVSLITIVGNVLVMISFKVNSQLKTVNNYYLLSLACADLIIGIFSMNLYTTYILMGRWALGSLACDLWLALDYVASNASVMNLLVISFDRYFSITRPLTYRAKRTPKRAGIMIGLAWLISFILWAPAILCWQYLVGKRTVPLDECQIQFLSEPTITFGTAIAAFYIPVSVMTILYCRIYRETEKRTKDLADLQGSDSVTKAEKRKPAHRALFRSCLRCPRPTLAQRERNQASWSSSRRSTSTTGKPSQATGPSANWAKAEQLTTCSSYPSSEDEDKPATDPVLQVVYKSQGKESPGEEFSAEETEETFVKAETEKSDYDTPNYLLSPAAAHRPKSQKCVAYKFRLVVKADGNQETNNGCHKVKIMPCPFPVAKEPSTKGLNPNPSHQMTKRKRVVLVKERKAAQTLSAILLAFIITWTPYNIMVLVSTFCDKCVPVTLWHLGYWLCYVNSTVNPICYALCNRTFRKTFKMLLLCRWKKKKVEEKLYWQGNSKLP
M4 ag: agonists of human muscarinic M4 receptor (CHRM4); P08173; CHO-K1 hM4/Gqi5, Fluo-8 calcium fluorescence; vehicle 0%, full acetylcholine response 100%; activation, % at 3 µM; 0.14% of 360,000 active; AID 624127;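 active means activation above the run mean over all test wells plus 3 SD, cut at about 32% in these data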;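 further: peak over basal fluorescence ratio per well then scaled between controls; 0% = DMSO wells and 100% = acetylcholine at EC100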
Target sequence (P08173 whole entry, looked up): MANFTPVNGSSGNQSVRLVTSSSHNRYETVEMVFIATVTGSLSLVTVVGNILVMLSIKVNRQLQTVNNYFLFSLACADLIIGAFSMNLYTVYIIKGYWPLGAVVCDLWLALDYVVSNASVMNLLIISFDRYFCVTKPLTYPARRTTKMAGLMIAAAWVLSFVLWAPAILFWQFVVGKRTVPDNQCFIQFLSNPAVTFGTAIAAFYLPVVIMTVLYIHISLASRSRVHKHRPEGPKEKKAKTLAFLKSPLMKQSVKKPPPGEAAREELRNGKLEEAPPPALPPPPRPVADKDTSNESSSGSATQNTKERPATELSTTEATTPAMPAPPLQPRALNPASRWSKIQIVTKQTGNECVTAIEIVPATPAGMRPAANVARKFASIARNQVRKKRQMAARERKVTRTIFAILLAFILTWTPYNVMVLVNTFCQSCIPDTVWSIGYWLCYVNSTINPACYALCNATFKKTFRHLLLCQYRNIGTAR
CHRM4 PAM: CHRM4 positive allosteric modulation | 0.4% of 360,000 active | activation, % at 3 µM | AID 624126 | CHO-K1 hM4/Gqi5, Fluo-8 calcium fluorescence, ACh EC20; 0% = ACh EC20, 100% = maximal ACh;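 active means activation above its plate's cutoff, the mean activation of sample wells plus 3 SD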; further: some results filed as inactive read as strong as hits
CHRM4 antagonist: blocks acetylcholine activation of human M4 receptor; 0.73% of 360,000 active; CHO-hM4 cells, ACh EC80, Fluo-8 calcium fluorescence; AID 624125; P08173; inhibition, % at 3 µM;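 active means inhibition above its plate's cutoff, the mean inhibition of sample wells plus 3 SD, cut at about 27% in these data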;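 further: 0% = acetylcholine EC80 with DMSO and 100% = DMSO without agonist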
M5 ag: CHRM5 agonism in calcium assay; 0.19% of 360,000 active; activation, % at 3 µM; P08912; AID 624037; CHO-K1 hM5 cells, Fluo-8 calcium fluorescence; 0% DMSO wells, 100% maximal acetylcholine response;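 active means activation above the run's mean over test compounds plus 3 SD, cut at about 23% in these data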;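 further: signal is peak over basal fluorescence ratio across the kinetic read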
CHRM5 PAM: positive allosteric modulators of human muscarinic M5 receptor. P08912. CHO-K1 hM5, Fluo-8 calcium, ACh EC20 PAM; 0% = ACh EC20, 100% = ACh EC100. activation, % at 3 µM. 0.3% of 360,000 active. AID 624038;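 active means activation above the run cutoff, the mean activation of all test compounds plus 3 SD, cut at about 18% in these data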
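Probe or stimulus: acetylcholine, EC20 level; Assay system: human M5 receptor in CHO-K1 cells; Schedule: compound preincubation 140 s before EC20 acetylcholine addition; Technique: intracellular calcium via Fluo-8 fluorescence; Dosing: single-point, 3 µM nominal; Read-out basis: percent activation from peak-over-basal fluorescence ratio, scaled EC20-to-EC100 acetylcholine; Repeats: one well per compound, no replicates.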
CRFR2-BP ag: CRF-BP/CRF-R2 complex agonism. AID 588473. activation, % at 13.2 µM. HEK293 CRF-R2/CRF-BP, calcium dye fluorescence (FLIPR); percent of saturating CRF peptide response. 0.46% of 350,000 active;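 active means activation of at least 50%, plus an integration ratio under a set limit after plate pattern correction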;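 further: plate controls were neutral control wells without compound for no effect and CRF at EC100 for full effect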
An asterisk follows results filed as active.

How did Cc1cccc(N2C(=O)c3ccccc3C2=O)n1 do in these assays?
CRFBP-R2 block: -4; IDE inh: 0; CHRM5 antagonist: -1; M4 ag: 0; CHRM4 PAM: 11; CHRM4 antagonist: -7; M5 ag: -4; CHRM5 PAM: 7; CRFR2-BP ag: -0.7

How did CCc1nc2ccc(C(=O)Nc3ccc(C(N)=O)cc3)cn2c1N(C)CCC(C)C do in these assays?
CHRM5 antagonist: -2; M4 ag: 5; CHRM4 PAM: -11; CHRM4 antagonist: 2; M5 ag: 10; CHRM5 PAM: -1

What do the screens show for `CCN1CCN(c2nc(-c3cccs3)nc3ccccc23)CC1`?
CRFBP-R2 block: -10; IDE inh: 4; CHRM5 antagonist: -7; M4 ag: 1; CHRM4 PAM: 10; CHRM4 antagonist: 6; M5 ag: -3; CHRM5 PAM: 2; CRFR2-BP ag: -1.2

Results for CC1(C)CC(=O)C2=C(C1)N(Cc1ccco1)C(=O)C2(NC(=O)c1ccc(Cl)cc1Cl)C(F)(F)F (stereo unspecified) ?
CRFBP-R2 block: -3; IDE inh: 2; CHRM5 antagonist: -11; M4 ag: -1; CHRM4 PAM: 3; CHRM4 antagonist: 0; M5 ag: -4; CHRM5 PAM: -1; CRFR2-BP ag: -0.6

What do the screens show for `COc1cc(CC(=O)OCn2nnc3ccccc3c2=O)cc(OC)c1OC`?
CRFBP-R2 block: 3; IDE inh: 3; CHRM5 antagonist: -4; M4 ag: 4; CHRM4 PAM: -2; CHRM4 antagonist: -15; M5 ag: 2; CHRM5 PAM: 3; CRFR2-BP ag: 2.7

How did COc1ccc(NC(C)=O)cc1NC(=O)c1ccc2ccccc2c1 do in these assays?
CRFBP-R2 block: -1; IDE inh: 1; CHRM5 antagonist: -16; M4 ag: 5; CHRM4 PAM: 7; CHRM4 antagonist: -24; M5 ag: 1; CHRM5 PAM: 7; CRFR2-BP ag: -1.3

What do the screens show for `COc1ccccc1NC(=O)c1ccc(-n2cccn2)c([N+](=O)[O-])c1`?
CRFBP-R2 block: 16; IDE inh: 8; CHRM5 antagonist: 17; M4 ag: 4; CHRM4 PAM: -1; CHRM4 antagonist: 0; M5 ag: -2; CHRM5 PAM: -9; CRFR2-BP ag: -1.2

How did O=C(NCC1CCCO1)c1cc2n(n1)C(C(F)(F)F)CC(c1ccc(Br)cc1)N2 (stereo unspecified) do in these assays?
CRFBP-R2 block: -2; IDE inh: 3; CHRM5 antagonist: 6; M4 ag: 1; CHRM4 PAM: 8; CHRM4 antagonist: -10; M5 ag: -1; CHRM5 PAM: 2; CRFR2-BP ag: -0.9

How did O=C1CCCN2N=C(SCC(=O)Nc3ccc(Cl)cc3)SC2=N1 do in these assays?
CRFBP-R2 block: 10; IDE inh: 6; CHRM5 antagonist: 19; M4 ag: 4; CHRM4 PAM: -3; CHRM4 antagonist: -2; M5 ag: 2; CHRM5 PAM: -6; CRFR2-BP ag: -0.3

What do the screens show for `COc1ccc([N+](=O)[O-])cc1NC(=O)CCNC(=O)Cn1ccc2ccccc2c1=O`?
CRFBP-R2 block: -6; IDE inh: 7; CHRM5 antagonist: 24; M4 ag: 1; CHRM4 PAM: -3; CHRM4 antagonist: 8; M5 ag: -2; CHRM5 PAM: -13; CRFR2-BP ag: 0.2

What do the screens show for `COCCNC(=O)c1cc(-c2ccccc2)nn1CC1CC(c2cccnc2)=NO1` (stereo unspecified)?
CRFBP-R2 block: -1; IDE inh: 1; CHRM5 antagonist: 6; M4 ag: 4; CHRM4 PAM: 6; CHRM4 antagonist: -2; M5 ag: 2; CHRM5 PAM: -3; CRFR2-BP ag: 0.2

How did COc1cccc(C(C(=O)NC2CCCCC2)N(CC2CCCO2)C(=O)CNC(=O)c2ccco2)c1 (stereo unspecified) do in these assays?
CRFBP-R2 block: 12; IDE inh: 3; CHRM5 antagonist: 0; M4 ag: 1; CHRM4 PAM: 11; CHRM4 antagonist: 8; M5 ag: 1; CHRM5 PAM: 3; CRFR2-BP ag: 2.1

How did Cc1noc(N)c1C1(O)C(=O)Nc2c(Cl)cc(Cl)cc21 (stereo unspecified) do in these assays?
CRFBP-R2 block: -10; IDE inh: 10; CHRM5 antagonist: 15; M4 ag: 2; CHRM4 PAM: -4; CHRM4 antagonist: 5; M5 ag: 6; CHRM5 PAM: -3; CRFR2-BP ag: 2.1

What do the screens show for `CC(=O)Nc1ccc(S(=O)(=O)N(C)C2CCN(C)CC2)cc1`?
CRFBP-R2 block: 3; IDE inh: -2; CHRM5 antagonist: 8; M4 ag: 0; CHRM4 PAM: -5; CHRM4 antagonist: -3; M5 ag: -1; CHRM5 PAM: -4; CRFR2-BP ag: 1.8

Results for CCN(CC(=O)NC(C)C)Cc1nc2c(Br)cc(Br)cc2c(=O)[nH]1 ?
CRFBP-R2 block: -10; IDE inh: 3; CHRM5 antagonist: 9; M4 ag: 1; CHRM4 PAM: 1; CHRM4 antagonist: 4; M5 ag: 3; CHRM5 PAM: -3; CRFR2-BP ag: 0.1

What do the screens show for `CC(C)[C@H]1C(=O)Nc2ccccc2N1C(=O)N[C@@H](Cc1ccccc1)C(=O)N[C@@H](C(=O)O)c1ccccc1`?
CRFBP-R2 block: 1; IDE inh: -3; CHRM5 antagonist: 8; M4 ag: 0; CHRM4 PAM: 3; CHRM4 antagonist: 4; M5 ag: 2; CHRM5 PAM: -3; CRFR2-BP ag: -0.4

Results for C=C(C)CSC1=C(C#N)C(c2ccccc2Cl)CC(=O)N1 (stereo unspecified) ?
CRFBP-R2 block: -10; CHRM5 antagonist: 9; M4 ag: 1; CHRM4 PAM: -6; CHRM4 antagonist: 8; M5 ag: -6; CHRM5 PAM: -5; CRFR2-BP ag: -3.3

How did Cc1ccc(C(=O)/C=C/c2ccc(-c3ccc(C)cc3)o2)cc1 do in these assays?
CRFBP-R2 block: -54; IDE inh: -3; CHRM5 antagonist: -3; M4 ag: 1; CHRM4 PAM: 5; CHRM4 antagonist: -8; M5 ag: -1; CHRM5 PAM: 4; CRFR2-BP ag: 23

Results for CCOC(=O)Cc1csc(NC(=O)c2ccc(S(=O)(=O)N3CCCC3)cc2)n1 ?
CRFBP-R2 block: -5; IDE inh: 1; CHRM5 antagonist: 3; M4 ag: 5; CHRM4 PAM: -3; CHRM4 antagonist: 1; M5 ag: 9; CHRM5 PAM: -9; CRFR2-BP ag: 3.3

What do the screens show for `CN1CC(=O)N(CC(=O)Nc2ccc(N3CCOCC3)cc2)C1=O`?
CRFBP-R2 block: 1; IDE inh: 5; CHRM5 antagonist: 13; M4 ag: -1; CHRM4 PAM: 14; CHRM4 antagonist: 2; M5 ag: -1; CHRM5 PAM: -4; CRFR2-BP ag: 0.4

Results for CC(=O)c1ccc(OCC(=O)Nc2c(C)nn(-c3ccccc3)c2C)cc1 ?
CRFBP-R2 block: 11; IDE inh: 2; CHRM5 antagonist: 6; M4 ag: 13; CHRM4 PAM: 0; CHRM4 antagonist: -7; M5 ag: 4; CHRM5 PAM: -13; CRFR2-BP ag: -0.7

Results for Cn1ccnc1Sc1ccc(/C=N/NC(=O)c2ccccc2[N+](=O)[O-])cc1[N+](=O)[O-] ?
CRFBP-R2 block: -7; IDE inh: 1; CHRM5 antagonist: 1; M4 ag: 2; CHRM4 PAM: 4; CHRM4 antagonist: -5; M5 ag: -3; CHRM5 PAM: -2; CRFR2-BP ag: -0.8

Results for CC1=CC(C)(C)N(S(=O)(=O)c2ccc(C)cc2)c2ccc(C)cc21 ?
CRFBP-R2 block: 30; IDE inh: 0; CHRM5 antagonist: 9; M4 ag: -2; CHRM4 PAM: -16; CHRM4 antagonist: 0; M5 ag: -6; CHRM5 PAM: -5; CRFR2-BP ag: 4.5

How did O=C(CCc1c[nH]c2ccccc12)NCC1COc2ccccc2O1 (stereo unspecified) do in these assays?
CRFBP-R2 block: -10; IDE inh: 5; CHRM5 antagonist: 9; M4 ag: 2; CHRM4 PAM: -2; CHRM4 antagonist: -3; M5 ag: -2; CHRM5 PAM: -1; CRFR2-BP ag: -1.7

What do the screens show for `O=[N+]([O-])c1ccc2oc(C3CCCCC3)nc2c1`?
CRFBP-R2 block: 1; IDE inh: -5; CHRM5 antagonist: 8; M4 ag: 1; CHRM4 PAM: -4; CHRM4 antagonist: -9; M5 ag: 0; CHRM5 PAM: -2; CRFR2-BP ag: -4.9

What do the screens show for `Cc1cc(C(=O)CCC(=O)N(C)CC(=O)Nc2c(Cl)cccc2Cl)c(C)s1`?
CRFBP-R2 block: 8; IDE inh: 7; CHRM5 antagonist: 7; M4 ag: 4; CHRM4 PAM: -3; CHRM4 antagonist: -1; M5 ag: 0; CHRM5 PAM: -8; CRFR2-BP ag: 0.6

Results for COc1ccc(C2C(=O)N(C3CCCCC3)CC(=O)N2C2CCCC2)cc1 (stereo unspecified) ?
CRFBP-R2 block: -24; IDE inh: 2; CHRM5 antagonist: 2; M4 ag: 1; CHRM4 PAM: -2; CHRM4 antagonist: -8; M5 ag: -2; CHRM5 PAM: -3; CRFR2-BP ag: -2.9

What do the screens show for `O=C(Nc1ccc2c(c1)OCCO2)c1ccc2nccnc2c1`?
CRFBP-R2 block: 14; IDE inh: 3; CHRM5 antagonist: 5; M4 ag: 5; CHRM4 PAM: 2; CHRM4 antagonist: -4; M5 ag: 1; CHRM5 PAM: -5; CRFR2-BP ag: -0.1

What do the screens show for `C[C@@H](NC(=O)Cn1cnc2c(NCc3ccccc3)ncnc21)c1cccc2ccccc12`?
CRFBP-R2 block: 3; CHRM5 antagonist: -1; M4 ag: 7; CHRM4 PAM: 10; CHRM4 antagonist: -3; M5 ag: 16; CHRM5 PAM: 6; CRFR2-BP ag: -2.4

What do the screens show for `CC(=O)Nc1ccc(N2C(=O)c3cccc4c(O)ccc(c34)C2=O)cc1`?
CRFBP-R2 block: -168; IDE inh: 95*; CHRM5 antagonist: 28*; M4 ag: 147*; CHRM4 PAM: -23; CHRM4 antagonist: 29*; M5 ag: 64*; CHRM5 PAM: -17; CRFR2-BP ag: 201*

What do the screens show for `O=C(NC1CCCC1)C(c1ccc(F)cc1)N(C(=O)c1csnn1)c1ccccc1F` (stereo unspecified)?
CRFBP-R2 block: -10; IDE inh: 2; CHRM5 antagonist: 4; M4 ag: 1; CHRM4 PAM: -1; CHRM4 antagonist: 7; M5 ag: -3; CHRM5 PAM: 1; CRFR2-BP ag: 0.5

How did O=C(O)CCC1(C(=O)O)OCCc2ccccc21 (stereo unspecified) do in these assays?
CRFBP-R2 block: 0; IDE inh: 3; CHRM5 antagonist: -3; M4 ag: 1; CHRM4 PAM: 6; CHRM4 antagonist: -16; M5 ag: -3; CHRM5 PAM: 1; CRFR2-BP ag: 0.1

What do the screens show for `COc1ccccc1OCCCOc1c(C)cc(C)cc1Br`?
CRFBP-R2 block: 1; IDE inh: 3; CHRM5 antagonist: 3; M4 ag: -1; CHRM4 PAM: 1; CHRM4 antagonist: -7; M5 ag: -3; CHRM5 PAM: 1; CRFR2-BP ag: -0.8

High-throughput results (PubChem)
